Screening data (PubChem)
Dyrk1A ADPGlo – rat Dyrk1A kinase inhibitors, primary screen, biochemical, single point, plate reader; Dual specificity tyrosine-phosphorylation-regulated kinase 1A (Rattus norvegicus), Q63470; 310,000 tested, 0.43% active; ADP-Glo luminescence, NFATc1 peptide; inhibition, % at 12.5 µM; in the data active means inhibition above about 50%;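 further: plate controls were vehicle with enzyme for no effect and no enzyme for full effect; many of its hits are not listed in these tables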
KCNK3 block – human KCNK3 channel inhibitors, primary screen, CHO cells, FluxOR thallium flux, B-score; FluxOR fluorescence; active compounds read low; B-score at 10 µM; 340,000 tested, 0.84% active;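 active means B-score under library mean minus 4 SD, starting fluorescence ratio at most library mean plus 5 SD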;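 further: more negative B-score means stronger inhibition of thallium flux through KCNK3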
Target sequence (O14649 whole entry, looked up): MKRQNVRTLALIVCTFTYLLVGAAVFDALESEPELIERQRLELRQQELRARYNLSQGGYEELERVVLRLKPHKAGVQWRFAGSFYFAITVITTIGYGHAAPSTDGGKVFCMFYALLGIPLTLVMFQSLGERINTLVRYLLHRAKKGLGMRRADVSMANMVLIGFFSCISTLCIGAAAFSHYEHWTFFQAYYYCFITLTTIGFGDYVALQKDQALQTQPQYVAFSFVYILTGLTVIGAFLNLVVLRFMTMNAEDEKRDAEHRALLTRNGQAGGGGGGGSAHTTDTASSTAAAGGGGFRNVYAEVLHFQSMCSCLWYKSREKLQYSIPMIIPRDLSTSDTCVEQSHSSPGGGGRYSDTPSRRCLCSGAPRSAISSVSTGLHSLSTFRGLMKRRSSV
Active calls of the source: *; i = inactive. Some of the compounds tested; rates above refer to the full screens.

Each structure is followed by: Dyrk1A ADPGlo | KCNK3 block
- COc1cccc(NC(=O)COC(=O)Cn2c(C)csc2=O)c1
  -2.5 | i
- Cc1ccc(S(=O)(=O)N2CCOCC2)cc1NC(=O)COc1ccc(C(=O)c2ccccc2)cc1
  0.8 | i
- CC1=C/C(=C(/c2ccc(O)c(C)c2)c2ccccc2S(=O)(=O)O)C=CC1=O
  0.1 | i
- CC(C)(C)OC(=O)C[C@@H]1C/C=C\C[C@@H](CC(=O)N(CCO)Cc2ccccc2)C(=O)NC[C@H](c2ccccc2)OC1=O
  0.0 | i
- COC1=CC(=O)c2ccccc2C1=O
  -1.5 | i
- O=c1oc(CCCO)cc2ccc(C#Cc3ccsc3)cc12
  0.6 | i
- C[C@H](CO)N1C[C@H](C)[C@@H](CN(C)C(=O)Nc2ccc3c(c2)OCO3)Oc2ccc(NC(=O)Nc3ccc4c(c3)OCO4)cc2C1=O
  -3.9 | i
- O=C(CN1CCN(S(=O)(=O)c2ccc(Cl)c(Cl)c2)CC1)N1CCCC1
  -5.0 | i
- CC(=O)OCC=C1CCC2C3CC(C)C4=CC(=O)CCC4(C)C3C(O)CC12C (stereo not drawn)
  4.6 | i
- O=C(Cn1cnc2c(OCc3ccccc3)ncnc21)NCCCc1ccccc1
  -1.8 | i
- Cc1ccc(F)cc1S(=O)(=O)Nc1cccc(C(=O)N2CCCC(C(N)=O)C2)c1 (stereo not drawn)
  -6.3 | i
- COc1ccc(-c2c(C#Cc3ccsc3)c3cc(-c4ccc5cc[nH]c5c4)ccc3n2C)cc1
  5.3 | i
- O=C(C[C@@H]1C/C=C/CC[C@H](Cc2ccc(F)cc2)C(=O)OC[C@@H](Cc2ccccc2)NC1=O)N[C@H](CO)Cc1ccccc1
  -14.7 | i
- COc1ccc([C@H]2CC(=O)C=C(c3ccc(C)cc3)C2)cc1OC
  -6.0 | i
- CN(C)CCNCCCNc1c2ccccc2nc2cccc([N+](=O)[O-])c12
  10.7 | i
- CCCCn1c(N)c(N(C)C(=O)c2ccc(OCC3CCCO3)cc2)c(=O)[nH]c1=O (stereo not drawn)
  -0.8 | i
- O=C(CN1C(=O)CCOc2ccccc21)Nc1ccc(Cl)c(S(=O)(=O)N2CCOCC2)c1
  6.1 | i
- O=C(NN=C1CCC(=NNC(=O)c2ccccn2)CC1)c1ccccn1
  2.3 | i
- Oc1cc(Nc2ccncc2)cc2cccnc12
  -1.3 | i
- CC[C@@H](C)[C@@H]1CN([C@@H](C)CN2CCC[C@H]2CN2C(N)=NC[C@@H]2Cc2ccccc2)C(=N)N1CCCC1CCCC1
  7.1 | i

Each structure is followed by: Dyrk1A ADPGlo | KCNK3 block
- COc1ccccc1NC(=O)C(C)Sc1nccn1C (stereo not drawn)
  2.5 | i
- O=C(Cn1ccc(NC(=O)OCc2ccccc2)nc1=O)NCCc1ccccn1
  -3.7 | i
- Brc1cc2c(cc1C1OCCCO1)OCO2
  -0.6 | i
- c1ccc2c(C[C@@H]3CNCCN3CCC34CC5CC(CC(C5)C3)C4)cccc2c1
  5.5 | i
- CC(C)n1ncc2c(C(=O)Nc3ccc(CC#N)cc3)cc(C3CC3)nc21
  -7.3 | i
- CN(CC(=O)Nc1cccc(F)c1)C(=O)c1cn(-c2ccccc2)nc1-c1ccc(F)cc1
  -2.5 | i
- CN(C)CCCN1C(=O)C(O)=C(C(=O)c2cc3ccccc3o2)C1c1ccccn1 (stereo not drawn)
  -5.1 | i
- COc1ccc(C(=O)NC(=S)NNC(=O)c2ccncc2)cc1Br
  6.6 | i
- Cc1onc(-c2c(F)cccc2Cl)c1C(=O)Nc1cccc(S(=O)(=O)N2CCOCC2)c1
  -5.0 | i
- CC(C)(C)c1ccc(NC(=O)COC(=O)c2ccc(CN3CCCC3=O)cc2)cc1
  -2.2 | i
- N#Cc1ccccc1OCC(=O)N1CCN(S(=O)(=O)c2ccc(Cl)cc2)CC1
  2.5 | i
- COc1ccc(NC(=O)CN2CCN(C(C)=O)CC2)cc1S(=O)(=O)N1CCOCC1
  0.2 | i
- CCCCC(c1nnnn1CCOC)N1CCN(CC)CC1 (stereo not drawn)
  1.0 | i
- CC(NC(=O)COC(=O)CN1C(=O)NC2(CCCC2)C1=O)c1ccc(F)cc1 (stereo not drawn)
  -7.0 | i
- CCOc1cc2[nH]c(=S)n(CCCN3CCN(C)CC3)c(=O)c2cc1OCC
  -10.1 | i
- CCOC(=O)/C=C1/SCC(=O)N1CCOc1cccc(Br)c1
  -1.6 | i
- COc1ccccc1CNC(=O)COC(=O)COc1ccccc1F
  9.6 | i
- N#Cc1ccccc1OCC(=O)Nc1cccc(S(=O)(=O)N2CCCCCC2)c1
  -2.0 | i
- COc1ccc(-c2sc3ccccc3c2-c2ccc(OCCN3CCCCC3)cc2)cc1
  2.7 | i
- Cc1csc(=O)n1CCC(=O)OC(C)C(=O)NCc1ccccc1 (stereo not drawn)
  -2.0 | i

Each structure is followed by: Dyrk1A ADPGlo | KCNK3 block
- CC(C)n1cc(C#N)c(N)n1
  -1.5 | i
- CCCCNc1c(-c2ccc(SC(C)CC)c(OC)c2)nc2ccc(Cl)cn12 (stereo not drawn)
  4.4 | i
- COc1cc(C(=O)NCC2CCCO2)cc(Br)c1OCc1ccccc1 (stereo not drawn)
  -0.6 | i
- CC(CO)NS(=O)(=O)c1ccc(Br)cc1F (stereo not drawn)
  4.8 | i
- CC1CN(S(=O)(=O)c2cccc(C(=O)NCC(c3cccs3)N3CCOCC3)c2)CC(C)O1 (stereo not drawn)
  2.7 | i
- O=C(Cc1ccc(S(=O)(=O)N2CCOCC2)s1)Nc1ccc(Br)c(C(F)(F)F)c1
  0.8 | -9.72*
- O=C1NC(=S)SC1=Cc1ccccc1Cl
  41.9 | i
- Fc1ccc(CSc2ncnc3c2ncn3C2CCCCO2)cc1 (stereo not drawn)
  -3.1 | i
- COc1ccc2sc(-c3ccc(N(C)C)cc3)c(C#CCCO)c2c1
  5.5 | i
- O=c1cc(-c2ccc(O)c(O)c2)oc2ccc3ccccc3c12
  7.4 | i
- Cc1cc(C(=O)COC(=O)c2n[nH]c(=O)c3ccccc23)c(C)n1C(C)C
  -1.5 | i
- Cc1ccc(S(=O)(=O)N2CCOCC2)cc1NC(=O)COC(=O)c1ccc(Br)cc1
  -0.7 | i
- Clc1ccc(C(Cn2ccnc2)OCc2c(Cl)cccc2Cl)c(Cl)c1 (stereo not drawn)
  1.9 | i
- CCN(C[C@H]1N[C@@](Cc2ccccc2)(C(=O)OC)[C@H]2C(=O)N(Cc3ccccc3)C(=O)[C@@H]12)C(=O)c1ccc(F)cc1
  -3.2 | i
- CC(=O)N[C@@H](Cc1c[nH]c2ccccc12)C(=O)OCC(=O)Nc1ccc2c(c1)OCO2
  0.8 | i
- COc1cc(NC(=O)c2ccc(-c3cccc(F)c3)o2)ccc1NC(=O)c1ccccc1Cl
  4.2 | i
- C[C@H](CO)N1C[C@H](C)[C@@H](CN(C)Cc2ccccc2)Oc2ccc(NC(=O)CCCCCC(=O)Nc3ccccc3N)cc2C1=O
  -4.3 | i
- N#Cc1c(-c2ccccc2)nc(SCC(=O)Nc2ccccc2)[nH]c1=O
  -6.3 | i
- Cc1cccc(OCc2nnc(SCC(=O)N(C)C3CCCCC3)o2)c1
  4.5 | i
- O=C(C[C@@H]1C/C=C\C[C@@H](Cc2ccc(F)cc2)C(=O)OC[C@H]2CCCN2C1=O)NCCO
  -1.2 | i

Each structure is followed by: Dyrk1A ADPGlo | KCNK3 block
- CC(=O)O[C@]1(C(C)=O)CC[C@H]2[C@@H]3C=C(C)C4=CC(=O)CC[C@@H]4[C@H]3CC[C@@]21C
  5.2 | i
- Cc1ccc(NC(=O)CSc2nncs2)cc1Cl
  2.5 | i
- C=C[C@@H]1c2ccccc2N(S(=O)(=O)c2ccc(C)cc2)[C@H](c2ccc(OC(C)=O)cc2)C1(C#N)C#N
  -6.5 | i
- Cn1c(N)c(C(=O)COC(=O)c2ccc(F)cc2Cl)c(=O)n(C)c1=O
  5.4 | i
- CCOC(=O)c1cc(-c2ccccc2C)n(Cc2cc(C)no2)n1
  48.7 | i
- CCN1CCN(S(=O)(=O)c2ccc(Cl)c(C(=O)N(CC)Cc3ccccc3)c2)CC1
  -3.8 | i
- Cc1csc(CNc2ncnc3ccc(-c4ccc5c(c4)OCO5)cc23)c1
  37.6 | i
- CCCCN(C(=O)CCN1C(=O)C2CC=CCC2C1=O)c1c(N)n(CCCC)c(=O)[nH]c1=O (stereo not drawn)
  6.9 | i
- NS(=O)(=O)c1cccc(NC(=O)CSc2n[nH]c(-c3ccccc3Br)n2)c1
  3.2 | i
- COc1cc(OC)cc(-c2c(-c3ccc(F)cc3)c3cc(-c4cccc5[nH]ccc45)ccc3n2C)c1
  2.0 | i
- C[C@H](OC(=O)n1ccnc1)[C@@H]1O[C@@]2(C)CCC[C@@H]1O2
  0.5 | i
- CC1(C)NC(=O)N(CC(=O)Nc2ccc(-n3cnnn3)cc2)C1=O
  -0.7 | i
- Cc1ccc(S(=O)(=O)NCC(=O)OCC(=O)N(CCC#N)c2ccccc2)cc1
  -2.4 | i
- CSCCC(NC(C)=O)C(=O)Oc1ccc2c3c(c(=O)oc2c1)CCCC3 (stereo not drawn)
  11.9 | i
- O=C(c1ccc(S(=O)(=O)Nc2ccccc2Cl)cc1)N1CCCC1
  -2.5 | i
- NC(=O)c1ccc(NC(=O)c2ccc(COc3ccc(F)cc3)o2)cc1
  -3.3 | i
- CC1CCN(C(=O)COC(=O)CNC(=O)c2ccccc2F)CC1
  14.5 | i
- CCC(C)/C(C)=N/NC(=O)c1ccc(COc2ccc(Cl)c(C)c2)cc1 (stereo not drawn)
  2.6 | i
- CCOc1ccc(S(=O)(=O)N2CCCCC2)cc1NC(=O)Cc1ccsc1
  -2.0 | i
- CC(=O)c1ccc(NC(=O)CSc2nnc(Cn3c(=O)sc4ccccc43)n2C)cc1
  -1.2 | i

Each structure is followed by: Dyrk1A ADPGlo | KCNK3 block
- CC(C(=O)O)c1cccc(Oc2ccccc2)c1 (stereo not drawn)
  0.3 | i
- C=C[C@H](CC(C)C)N(Cc1ccccc1)S(=O)(=O)N(Cc1ccc(OC)cc1)[C@H](C=C)CC(C)C
  1.3 | i
- CC(C)(C)OC(=O)N(CCc1ccccc1)Cc1ccccc1OCc1ccc(NC(=O)C2CCCC2)cc1
  -1.9 | i
- O=C(O)/C(=C\c1c(C(=O)O)[nH]c2cc(Cl)cc(Cl)c12)c1ccccc1
  10.8 | i
- COc1cccc(C(=O)COC(=O)COc2c(C)cc(C)cc2C)c1
  1.5 | i
- O=C(NN=Cc1cc([N+](=O)[O-])ccc1O)c1cccc2ccccc12
  -0.3 | i
- COc1ccc(/C=N/n2c(N)nc3ccccc32)cc1OC
  38.0 | i
- CC12CCC(C(=NO)C1=NO)C2(C)C (stereo not drawn)
  -4.0 | i
- OC[C@@H]1[C@@H](c2ccccc2)C(c2ccccc2)=NN1c1ccccc1
  -3.2 | i
- CCc1cc(C(=O)N(C)CC(=O)Nc2c(Cl)cccc2Cl)sc1C
  -1.7 | i
- COC(=O)[C@H](CCSC)NC(=O)Cn1cnc2c(SC)nc(N)nc21
  -2.0 | i
- NC(=O)c1ccc(NC(=O)COC(=O)C2CC3C=CC2C3)cc1 (stereo not drawn)
  -5.0 | i
- O=c1c(O)c(-c2ccccc2)oc2ccccc12
  14.6 | i
- Cc1cccc(-n2c(Cc3cc(=O)[nH]c(=O)[nH]3)nnc2SCC(=O)NCc2ccco2)c1
  3.9 | i
- Cn1c(=O)c2[nH]c(CCCCCCCc3nc4ccccc4[nH]3)nc2n(C)c1=O
  -0.7 | i
- Cc1cc(-n2c(C)cc(C(=O)CSc3nncn3C)c2C)no1
  2.8 | i
- COc1ccc(NC(=O)Nc2cccc3c2O[C@H](CN(C)S(=O)(=O)c2ccccc2)[C@@H](C)CN([C@H](C)CO)C3=O)cc1
  2.1 | i
- Cn1cc(/C=C2\SC(=S)N(NC(=O)c3cccc(Cl)c3)C2=O)c2ccccc21
  -5.9 | i
- CCc1sc(C(=O)Nc2ccc(OC)c(S(=O)(=O)N3CCOCC3)c2)cc1C
  -1.6 | i
- CC(=O)c1cccc(NC(=O)c2ccc(OCc3c(C)noc3C)cc2)c1
  1.9 | i

KCNK3 block: entries above that show a hit.
Each structure is followed by: Dyrk1A ADPGlo | KCNK3 block
- O=C(Cc1ccc(S(=O)(=O)N2CCOCC2)s1)Nc1ccc(Br)c(C(F)(F)F)c1
  0.8 | -9.72*

Continuation.
Each structure is followed by: Dyrk1A ADPGlo | KCNK3 block
- O=C(O)CCC(=O)OCCCc1cc2ccccc2c(=O)o1
  7.5 | i
- Cc1cccc(NC(=O)c2cnc3ccccn3c2=O)c1
  0.2 | i
- O=c1[nH]c2cc([N+](=O)[O-])ccc2c2ccc([N+](=O)[O-])cc12
  7.4 | i
- CC1CN(CCN2CC(C)N(C=O)CC2C)C(C)CN1C=O (stereo not drawn)
  2.4 | i
- Cc1ccccc1Nc1nc(N)nc(COC(=O)c2ccco2)n1
  -0.4 | i
- CSCCC(=O)Nc1nc(-c2ccccn2)cs1
  6.0 | i
- Cc1cccc(C)c1NC(=O)CNC(=O)CCCN1C(=O)c2cccc3cccc(c23)C1=O
  -1.8 | i
- COc1ccc(CC2c3cc(OC)c(OC)cc3CC[N+]2(C)CCC(=O)OCCCCCOC(=O)CC[N+]2(C)CCc3cc(OC)c(OC)cc3C2Cc2ccc(OC)c(OC)c2)cc1OC (stereo not drawn)
  3.4 | i

Profiles, quoted from the list.
Shown for Cc1cccc(C)c1NC(=O)CNC(=O)CCCN1C(=O)c2cccc3cccc(c23)C1=O → Dyrk1A ADPGlo = -1.8; KCNK3 block = i
Shown for CC1CN(CCN2CC(C)N(C=O)CC2C)C(C)CN1C=O (stereo not drawn) → Dyrk1A ADPGlo = 2.4; KCNK3 block = i
